rTrxR1 inhibitor: inhibitors of rat thioredoxin reductase 1; O89049; recombinant rTrxR1, NADPH fluorescence consumption, selenite substrate; Potency, µM (highest dose often 114 µM), without a hit: top-dose activity change, negative = inhibition, hits mostly inhibitors; hit rate 1% among 390,000; AID 588453; further: on the % scale 0 is the no-effect control and ±100 the full control effect; nearly all actives have a fitted effect of over 65% in size
Target sequence (O89049 whole entry, looked up): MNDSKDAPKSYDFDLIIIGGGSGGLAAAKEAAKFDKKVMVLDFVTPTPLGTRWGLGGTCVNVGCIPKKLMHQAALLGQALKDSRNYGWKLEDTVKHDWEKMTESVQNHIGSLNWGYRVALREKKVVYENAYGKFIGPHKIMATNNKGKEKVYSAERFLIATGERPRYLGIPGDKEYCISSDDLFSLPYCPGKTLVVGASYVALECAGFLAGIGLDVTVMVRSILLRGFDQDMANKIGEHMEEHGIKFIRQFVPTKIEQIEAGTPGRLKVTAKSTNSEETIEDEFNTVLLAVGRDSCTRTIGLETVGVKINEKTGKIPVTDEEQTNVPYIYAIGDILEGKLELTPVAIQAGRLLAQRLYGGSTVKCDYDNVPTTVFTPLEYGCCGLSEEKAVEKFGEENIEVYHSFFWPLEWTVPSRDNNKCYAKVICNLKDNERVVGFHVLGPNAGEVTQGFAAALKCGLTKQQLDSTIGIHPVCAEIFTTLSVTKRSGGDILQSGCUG
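Rat TrxR1 (90 nM in the dispensed reagent) was pre-reduced with 400 uM NADPH for 5 min at room temperature, then incubated with compound for 15 min. After 400 uM selenite was added, NADPH fluorescence (Ex 340/Em 450 nm) was followed for 8 min.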
RGS4 inh: inhibitors of human regulator of G protein signaling 4 | hit rate 0.039% among 390,000 | P49798 | AID 504845 | Transcreener GDP fluorescence polarization, RGS4-accelerated GTP hydrolysis | Potency, µM (titrated, usually from 114 µM), without a hit: top-dose activity change, negative = inhibition, usual class: inhibitors; further: on the % scale 0 is the no-effect control and ±100 the full control effect; nearly all actives have a fitted effect of over 75% in size; some results filed as inactive show a strong effect at the top dose
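MLSMR compounds (23 nl, pin-transferred) preincubated 10 min at room temperature with a 500nM (2x) first reagent, then RGS4 at 900nM (2x) plus Transcreener GDP mix added; fluorescence polarization (620/688 nm) read before and after 90 min at 30 °C.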
ALOX12 inh: ALOX12 (human) lipoxygenase inhibition. purified 12hLO, xylenol orange hydroperoxide absorbance. Potency, µM (highest dose often 108 µM), without a hit: top-dose activity change, negative = inhibition, hits mostly inhibitors. P18054. AID 1671190. hit rate 1.1% among 580,000; further: on the % scale 0 is the no-effect control and ±100 the full control effect
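Purified human 12hLO at 150 nM in 25 mM Hepes, 0.01% Triton X-100, pH 7.0, preincubated 15 min at room temperature with compound. Reaction started with 40 uM arachidonic acid, 30 min at room temperature. Hydroperoxide measured by Fe-xylenol orange, 573/405 nm absorbance ratio.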
JMJD2A Tudor: blocks the human JMJD2A Tudor domain | O75164 | AlphaScreen JMJD2A-Tudor / H3K4me3 peptide binding | Potency, µM (titrated, usually from 114 µM), inactives show at the highest dose activity change, negative = inhibition, most hits filed as inhibitors | hit rate 4.4% among 390,000 | AID 504339; further: on the % scale 0 is the no-effect control and ±100 the full control effect; nearly all actives have a fitted effect of over 50% in size
HP1b chromo inh: blocks HP1-beta chromodomain binding to methylated histone tails; Potency, µM (doses to about 114 µM), for the others: at the top dose activity change, negative = inhibition, most hits filed as inhibitors; hit rate 0.56% among 390,000; P83916; AlphaScreen HP1-beta / biotin-H3K9me3 peptide binding; further: nearly all actives have a fitted effect of over 70% in size; inactives centre near 23
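Compound inhibition of the preformed complex between 50 nM HP1-beta and 50 nM biotinylated H3K9me3 peptide was read by AlphaScreen. Buffer was PBS pH 7.4 with 0.01% Tween-20. Incubations ran 30 min at room temperature, with 10 ug/mL donor/acceptor beads.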
PGK inhibitor: T. brucei PGK inhibition; hit rate 0.043% among 380,000; P07378; PGK/GAPDH coupled, Kinase-Glo luminescence, 60 min; Potency, µM (top dose mostly 57.5 µM), for inactives: at the top dose activity change, negative = inhibition, actives largely listed as inhibitors; AID 602233; further: on the % scale 0 is the no-effect control and ±100 the full control effect; nearly all actives have a fitted effect of over 60% in size
Target sequence (P07378 whole entry, looked up): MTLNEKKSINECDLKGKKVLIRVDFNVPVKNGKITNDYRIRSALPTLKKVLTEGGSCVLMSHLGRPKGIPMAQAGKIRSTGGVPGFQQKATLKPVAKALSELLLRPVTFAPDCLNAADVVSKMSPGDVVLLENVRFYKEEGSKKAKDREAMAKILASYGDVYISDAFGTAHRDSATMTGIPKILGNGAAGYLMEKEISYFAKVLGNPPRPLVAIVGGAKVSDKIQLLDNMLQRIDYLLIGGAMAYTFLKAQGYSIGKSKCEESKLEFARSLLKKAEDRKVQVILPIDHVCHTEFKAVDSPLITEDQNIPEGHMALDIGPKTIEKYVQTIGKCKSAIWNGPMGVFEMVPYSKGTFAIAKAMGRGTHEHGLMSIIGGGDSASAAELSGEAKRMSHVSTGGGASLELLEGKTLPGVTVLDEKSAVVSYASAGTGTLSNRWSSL
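Recombinant glycosomal PGK reaction used 1,3-bisphosphoglycerate generated in-well by GAPDH (100nM final) in 100mM TEA pH 7.6, 5mM MgCl2, 0.01% Tween-20. After 60 minutes at room temperature, ATP was read by Kinase-Glo Plus luminescence end-point.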
GLS inhibitor: blocks human kidney-isoform glutaminase activity | AID 624170 | Potency, µM (doses to about 45.5 µM), inactives show top-dose activity change, negative = inhibition, most hits filed as inhibitors | hit rate 0.21% among 410,000 | O94925 | GLS enzymatic activity, qHTS titration; further: on the % scale 0 is the no-effect control and ±100 the full control effect
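Assay buffer: 45 mM KH2PO4 pH 8.2, 0.02% Tween-20. hKGA acts on L-glutamine (1 mM solution added); product glutamate is reported by an oxidase/peroxidase Amplex Red coupling, with fluorescence taken at baseline and 30 min.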
ERG Ets-DNA blk: inhibitors of human ERG Ets domain-DNA interaction. P11308. fluorescence polarization, His-ERG Ets domain / labelled DNA. Potency, µM (doses to about 76.9 µM), for the others: at the highest dose FP activity, negative = inhibition, most hits filed as inhibitors. hit rate 0.028% among 370,000; active means well fitted inhibition curve with a large enough effect in the polarisation, with a control signal flat; inconclusive means small, poorly fitted or top-dose-only effect, or effect the other way, or a change in a side signal; inactive means no such curve, though single readings can be large or run the other way; the % refers to the polarisation;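 further: polarization taken with two DNA probes labelled with fluorescein and Texas red; % of control where 0% means no effect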
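His-tagged ERG Ets domain (1 uM in the protein solution; 300mM KCl, 50mM Tris-HCl, 1mM EDTA, 1mM DTT, pH 7.5) received compound, then a probe mix of 5 nM fluorescein-DNA and 100nM Texas-615-DNA. Fluorescence polarization was read for both dyes.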
Pin1 inhibitor: inhibitors of human Pin1. Q13526. Potency, µM (highest dose often 115 µM), without a hit: at the top dose activity, negative = inhibition, most hits filed as inhibitors. AID 504891. hit rate 0.009% among 390,000. Pin1 FP peptide displacement, HiFluor488, 10 min; active means well fitted inhibition curve with a large enough effect in the polarisation, with a control signal flat, not every such curve was filed as active; inconclusive means small, poorly fitted or top-dose-only effect, or effect the other way, or a change in a side signal; inactive means no such curve, though single readings can be large or run the other way; the % refers to the polarisation; further: on the % scale 0 is the no-effect control and ±100 the full control effect
Target sequence (Q13526 whole entry, looked up): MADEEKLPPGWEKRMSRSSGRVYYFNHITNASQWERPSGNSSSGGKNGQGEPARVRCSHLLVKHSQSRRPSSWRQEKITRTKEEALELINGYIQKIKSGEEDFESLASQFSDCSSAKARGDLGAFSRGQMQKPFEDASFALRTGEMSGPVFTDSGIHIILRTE
Numbers without * were called inactive; i = inactive; ? = inconclusive; . = not tested or not shown; & = joins results of further samples; [ ] = remark or other dose. Unless noted, the call rests on the fitted dose curve; in most records, active means well fitted curve in the direction sought with a large enough effect; inconclusive means small, poorly fitted or top-dose-only effect, or another doubt; inactive means no such curve, though single readings can be large; an effect the other way counts as inactive or inconclusive. Potency means the concentration at half of the fitted maximal effect. Some of the compounds tested; the hit share may differ from the screen's.

Each structure is followed by: ALOX12 inh	Pin1 inhibitor	JMJD2A Tudor	GLS inhibitor	PGK inhibitor	rTrxR1 inhibitor	HP1b chromo inh	ERG Ets-DNA blk	RGS4 inh
#1 CC1(C)N=C(N)N=C(N)N1c1ccc(Oc2ccc(Cl)cc2)c(Cl)c1
 : ?	7%	-24%	-19%	i	-1%	19%	0%	-30%
#2 COc1ccc(C(=O)NCc2nnc(SCC(=O)Nc3nnc(C)s3)o2)cc1
 : 16%	13%	-10%	6%	2%	16%[57.1 µM]	32%	21%	6%
#3 COC(=O)c1cccc(NC(=O)CC2C(=O)NCCN2C(=O)Nc2ccccc2)c1 (stereo not given)
 : 13%	-1%	-5%	-12%	0%	-4%	27%	-8%	1%
#4 COCCOC(=O)C1=C(N)Oc2c(oc(CO)cc2=O)C1c1ccccc1F (stereo not given)
 : -17%	-1%	-12%	0%	8%	3%[57.1 µM]	8%	5%	-12%
#5 CCOC(=O)C1CCCN(S(=O)(=O)c2nc3nc(C)cc(C)n3n2)C1 (stereo not given)
 : ?	-3%	-1%	-2%	0%	5%	11%	4%	34%
#6 Cc1[nH]c2ccc(C(=O)N3CCN(Cc4ccccc4)CC3)cc2c1C
 : -10%&-13%	2%	?	3%	-2%	-2%	-12%	-6%	-23%
#7 Cc1nnc2c(NC3CCCCC3)nc3ccccc3n12
 : 102%[activator]	4%	-8%	1%	.	8%	28%	-8%	8%
#8 CCOCC(=O)Nc1cccc(SC)c1
 : -10%	-13%	-8%	-7%	-1%	18%[11.4 µM]	29%	-13%[15.4 µM]	17%
#9 COc1ccc(-n2c(=O)c3c4c(sc3n3c(SC(C)C)nnc23)COC(C(C)C)C4)cc1 (stereo not given)
 : -14%	-8%	-3%	3%	-3%	7%	53%[activator]	-1%	13%
#10 CC(C)Oc1ccc(C(=O)NCC(c2ccc(N(C)C)cc2)N2CCc3ccccc32)cc1 (stereo not given)
 : -18%	-1%	7.1µM*	19%	-13%	15%[57.1 µM]	?	3%	2%
#11 COc1ccc(C(=O)OC(COc2ccccc2)Cn2ccnc2)cc1 (stereo not given)
 : ?	-9%	-24%[11.4 µM]	-16%	-9%	7%[57.1 µM]	35%	0%	-21%[11.4 µM]
#12 Cc1cc(C)c2ccc(=O)n(CC(=O)N/N=C/c3ccccc3Cl)c2n1
 : 11%	-1%	-9%	4%	-2%	12%	24%	-5%	1%
#13 Cc1nnc(SCC(=O)N2CCN(S(=O)(=O)c3ccccc3)CC2)[nH]c1=O
 : ?	?	-1%	12%	-5%	9%[2.29 µM]	36%	-8%	-13%
#14 CC(C(=O)c1ccc(-c2ccccc2)cc1)[n+]1cccc(C(N)=O)c1 (stereo not given)
 : ?	4%	-10%	0%	i	5%[57.1 µM]	55%[activator]	4%	-48%
#15 C=CCc1cccc(/C=N/NC(=O)CNc2ccccc2OC)c1O
 : ?	?	-32%	21%	6%	-7%	3%	5%	32%
#16 COc1ccc(/C=N/NC(=O)c2ccc(C)nc2)cc1O
 : 89%[activator]	-11%	-14%	10%	4%	-5%	57%[activator]	3%	-14%
#17 COc1ccc(NS(=O)(=O)c2ccc3c(c2)N(C(C)=O)CCO3)cc1
 : 3%	4%	6%	17%	-8%	14%	44%[activator]	22%	33%
#18 Cc1nn(C(C)C(=O)O)c(=O)c2c1sc1ccccc12 (stereo not given)
 : -16%	-2%	-12%	-2%	9%	-14%	18%	-7%	32%
#19 CCCCOc1ccc(C(=O)Nc2ccc(N3CCN(C)CC3)cc2)cc1
 : 0%	-3%	-25%	4%	-1%	13%[57.1 µM]	5%	7%	-12%
#20 Cc1nn(-c2nnc(NCc3ccccc3)nn2)c(C)c1Br
 : ?	-4%	50µM*	-1%	-8%	11%	?	-3%	11%
#21 COc1ccc(NC(=O)c2ccc(NC(=O)C3CC3)cc2)cc1
 : 0%	-1%	8%	-9%	-5%	25%	25%	-7%	-12%
#22 CCn1c(SCc2nc(-c3ccccc3)no2)nnc1-c1cccs1
 : 0%	-4%	-23%	6%	4%	-14%	3%	-7%	10%
#23 Cc1cccc(C(=S)N2CCOCC2)n1
 : -25%	-3%	-6%	-4%	-6%	24%	12%	14%	21%
#24 Cc1ccc(-n2c(=O)c3sccc3n(CC(=O)NCc3ccco3)c2=O)cc1F
 : -26%	15%	-8%[57.1 µM]	-8%	-6%	6%	38%[activator]	-9%	-17%[56.9 µM]
#25 Cc1cc(N)n(-c2ccc3ccccc3c2)n1
 : 0%	5%	-14%	1%	-6%	3%[57.1 µM]	8%	-8%	17%
#26 CCOc1ccc(N2C(=O)c3cccnc3C2Nc2ccc(F)cc2)cc1 (stereo not given)
 : -12%	-1%	-27%	14%	-2%	26%[57.1 µM]	3%	10%	-24%
#27 Clc1nc(Cl)nc(NCCC2=CCCCC2)n1
 : ?	2%	89µM*	-4%	4%	26%	22%	0%	14%
#28 Cc1nc(N2CCC(C)CC2)c2c(C)c(C(=O)Nc3ccccc3C(F)(F)F)sc2n1
 : -2%	3%	23%	-9%	i	43%[activator]	97%[activator]	-3%	-5%
#29 CCC(OC(=O)C1=Cc2ccccc2OC1)C(=O)NC1CCCC1 (stereo not given)
 : 4%	1%	-4%	17%	-6%	25%	13%	.	23%
#30 CCN1CCn2c3c(c4cc(Cl)ccc42)CCCC31 (stereo not given)
 : ?	0%	-26%[11.4 µM]	2%	-8%	5%[57.1 µM]	4%	12%	-10%[11.4 µM]
#31 Cc1ccc(S(=O)(=O)N2CCC(C(=O)N[C@@H](C)C(=O)NCc3ccco3)CC2)cc1
 : -19%	0%	-24%	2%	1%	-17%	12%	.	-4%
#32 CC(=O)Nc1ccc(S(=O)(=O)Nc2c(C)nn(-c3ccccc3)c2C)cc1
 : -12%	0%	-16%	6%	3%	-6%	26%	.	5%
#33 CC(C)(C)C(=O)Nc1ccc(C(=O)N/N=C/c2ccccc2OC(=O)c2ccccc2)cc1
 : 2%	-1%	-24%	2%	0%	-11%	26%	3%	13%
#34 CSc1ncccc1C(=O)NCC(c1cccs1)N1CCOCC1 (stereo not given)
 : 11%	1%	-5%	-2%	-2%	14%	20%	-1%	1%
#35 CC1=C(C(=O)OC(C)C)C(c2ccc(F)cc2)NC(=O)N1 (stereo not given)
 : 0%	0%	-6%	-1%	2%	11%	22%	-3%	13%
#36 CC(=O)c1cccc(NC(=O)C(Sc2ncnc3ccccc23)c2ccccc2)c1 (stereo not given)
 : 8%	11%	-16%	-1%	-1%	1%[57.1 µM]	43%[activator]	-5%	-7%
#37 CN1CCN(c2ccc(C(F)(F)F)cc2NC(=O)c2ccco2)CC1
 : 0%	-4%	-24%	5%	-6%	22%	10%	-5%	10%
#38 CC(=O)NNC(=S)NC(=O)C(c1ccccc1)c1ccccc1
 : -22%	-1%	-18%	26%	-9%	-9%	31%	1%	-16%
#39 COc1ccc(OC)c(NC(=O)CN(C)S(=O)(=O)c2ccc3[nH]c4c(c3c2)CCCC4)c1
 : -14%	22%	?	-4%	3%	0%	?	0%	-8%
#40 CCn1c(=O)cc(OCC(=O)NCCCN2CCCC2=O)c2ccccc21
 : 3%	-2%	-4%	4%	6%	5%	44%[activator]	0%	19%[11.4 µM]
#41 CCc1cccc(NC(=O)Cn2c(=O)c(C(F)(F)F)nc3ccccc32)c1
 : -13%	5%	-3%	8%	0%	9%[57.1 µM]	16%	2%	-8%
#42 CC12CCC(O)CC1=CCC1C2CCC2(C)C(c3ccn[nH]3)CCC12 (stereo not given)
 : -26%	-10%	-12%	4%	-11%	5%[57.1 µM]	26%[57 µM]	0%	-20%
#43 CC(=O)CN1C(=O)NC(c2ccccc2)(c2ccccc2)C1=O
 : -3%	?	?	0%	-2%	15%	-9%	-6%	17%
#44 CCc1cc(C(=O)NNC(=S)NC(C)c2ccccc2)cs1 (stereo not given)
 : -6%	9%	-18%	23%	i	-23%	32%	17%	-41%
#45 COCCCN=Cc1c(-c2ccccc2)[nH]n(-c2nc3ccccc3s2)c1=O
 : -21%	0%	?	0%	-10%	-8%	-12%	6%	26%
#46 Cn1nc(-c2ccccc2F)c2cc(C(=O)N3CCN(C(=O)c4ccco4)CC3)sc21
 : -13%	10%	-32%	0%	i	7%[57.1 µM]	1%	3%	-34%
#47 CC(C)c1ccc(/C=C/C(=O)NC2CCCCC2)cc1
 : -24%	9%	-9%	1%	-9%	0%	42%[activator]	-20%	-23%
#48 CC(C)C[C@H](NC(=O)[C@@H]1Cc2c([nH]c3ccccc23)C2c3ccccc3C(=O)N21)C(=O)NCC1CCCO1 (stereo not given in full)
 : -30%	-10%	-16%	-11%	-3%	-1%	21%	-7%	12%
#49 CC(=O)c1ccc(NC(=O)c2cccc(S(=O)(=O)N3CCN(C)CC3)c2)cc1
 : -9%	-1%	-17%	-4%	-6%	14%	-12%	-5%	-9%
#50 CCOC1(c2ccccc2)CC1C(=O)N/N=C/c1cccc([N+](=O)[O-])c1 (stereo not given)
 : 164%[activator]	0%	-13%	0%	5%	22%	39%	1%	5%
#51 Clc1cccc(COn2c(-c3ccc(Cl)cc3Cl)nc3ncccc32)c1
 : -2%	8%	-18%	2%	-1%	1%	24%	7%	-34%
#52 COc1cccc(NC(=O)N2CCCCCC2)c1
 : 389%[activator]	5%	-9%	-2%	4%	6%	49%[activator]	0%	21%
#53 O=C1CCCc2oc3c(c21)CCCC3
 : 3%	1%	-3%	7%	i	12%[57.1 µM]	2%	5%	-12%

High-throughput results (PubChem)
